Screening data from PubChem BioAssay.
m5-HT2A agonist: activates the mouse 5-HT2A serotonin receptor. AID 624169. CHO-K1 mHTR2A beta-arrestin complementation, luminescence; percent of 30 µM serotonin response. activation, % at 7.6 µM. actives 0.66% (n = 360,000);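 active = activation above a run cutoff, the mean activation of all tested compounds plus 3 SD, cut at about 14% in these data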;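 note: 0% = plate median of compound wells and 100% = 30 µM serotonin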
Target sequence (P35363 whole entry, looked up): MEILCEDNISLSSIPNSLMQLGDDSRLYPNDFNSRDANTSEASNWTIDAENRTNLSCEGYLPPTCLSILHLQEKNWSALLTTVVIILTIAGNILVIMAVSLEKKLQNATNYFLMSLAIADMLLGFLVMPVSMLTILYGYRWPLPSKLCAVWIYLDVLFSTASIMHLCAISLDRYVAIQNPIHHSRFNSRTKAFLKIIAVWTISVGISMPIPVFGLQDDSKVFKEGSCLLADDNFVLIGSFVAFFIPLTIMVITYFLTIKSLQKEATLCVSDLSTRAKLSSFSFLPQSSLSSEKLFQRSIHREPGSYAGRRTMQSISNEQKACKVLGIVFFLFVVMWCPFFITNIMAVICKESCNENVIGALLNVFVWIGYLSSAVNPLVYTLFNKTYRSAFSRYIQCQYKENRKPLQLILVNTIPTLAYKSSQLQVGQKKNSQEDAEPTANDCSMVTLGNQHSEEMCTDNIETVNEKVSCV
Cardio protect: modulators protecting cardiomyocytes from myocardial damage; protection from H2O2 cell death, % at 20 µM; actives 0.63% (n = 360,000); H9c2 cardiomyocytes, H2O2 injury protection, ATPLite, 2 h;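 active = compounds giving at least 50% protection of heart cells from peroxide-induced death in the single-dose screen, raw or plate-pattern-corrected value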;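 note: 0% = DMSO wells with peroxide and 100% = DMSO wells without peroxide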
Glyco luc inh: blocks N-linked glycosylation in D54 reporter cells; D54 ERlucT glycosylation luciferase reporter, 24 h; percent of 100 nM tunicamycin response; reporter increase, % at 12.5 µM; actives 0.23% (n = 360,000); AID 588692;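 active = mean luciferase reporter signal, scaled so untreated is 0 and the glycosylation-blocking control 100, at or above a set limit in every replicate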;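 note: luciferase carries N-glycosylation sites so blocking glycosylation raises the light; 0% = median of neutral control wells and 100% = median of 100 nM tunicamycin wells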
PDI inh: PDI (human) enzyme inhibition | P07237 | PDI insulin aggregation turbidity, A650, 90 min | inhibition, % at 10 µM | actives 0.052% (n = 350,000) | AID 588391;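 active = mean inhibition across replicates of 30% or more, whatever share of single replicates reach that level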;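 note: absorbance from insulin aggregation driven by PDI reduction with DTT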
Target sequence (P07237 whole entry, looked up): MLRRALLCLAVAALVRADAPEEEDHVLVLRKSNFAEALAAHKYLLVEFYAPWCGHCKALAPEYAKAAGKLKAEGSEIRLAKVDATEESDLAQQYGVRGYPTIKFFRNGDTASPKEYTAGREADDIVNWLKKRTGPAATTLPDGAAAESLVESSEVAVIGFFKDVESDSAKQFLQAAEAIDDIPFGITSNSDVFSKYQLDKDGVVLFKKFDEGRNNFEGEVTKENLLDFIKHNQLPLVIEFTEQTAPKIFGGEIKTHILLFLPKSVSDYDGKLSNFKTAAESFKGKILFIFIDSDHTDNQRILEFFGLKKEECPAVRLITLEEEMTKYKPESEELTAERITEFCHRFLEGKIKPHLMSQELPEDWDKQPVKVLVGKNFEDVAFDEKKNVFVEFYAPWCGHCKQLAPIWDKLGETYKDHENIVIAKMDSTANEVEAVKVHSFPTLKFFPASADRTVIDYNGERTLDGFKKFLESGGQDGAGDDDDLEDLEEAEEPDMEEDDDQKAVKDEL
ABHD5-PLIN5 inh: inhibitors of human ABHD5-perilipin-5 interaction. Split G. princeps luciferase complementation, luminescence, 4 h. inhibition, % at 4 µM. actives 0.78% (n = 360,000). AID 602281;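 active = inhibition above the mean inhibition across every tested compound plus 3 SD, cut at about 22% in these data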;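 note: 0% = DMSO only wells and the 100% control is not disclosed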
ABCB6 inh MLPCN: inhibitors of human ABC transporter ABCB6 | fluorescence ratio to DMSO, % at 10 µM | actives 0.19% (n = 360,000) | K562-ABCB6 porphyrin accumulation, flow cytometry, 1 h; hits give low values | AID 602162;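 active = fluorescence ratio to DMSO below 75%, the collection mean minus 3 SD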;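 note: signal is porphyrin accumulated inside mitochondria; 100% equals median channel fluorescence of DMSO control wells; lower ratio means ABCB6 inhibition with less porphyrin fluorescence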
MC4R barr agon: agonists of human melanocortin 4 receptor (MC4R) beta-arrestin. actives 0.98% (n = 360,000). U2OS MC4R beta-arrestin complementation, luminescence; percent of melanotan II response, DMSO zero. P32245. activation, % at 8.9 µM;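 active = activation above a per-plate cutoff, the mean activation of sample wells on that plate plus 3 SD, cut at about 8% in these data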
CaV13 FRET inh: Primary screen for inhibitors of IQ motif and Ca2+-dependent inactivation inhibitor domain binding in CACNA1D, Förster resonance energy transfer in living cells, … | actives 0.098% (n = 340,000) | AID 743397 | inhibition, % at 12.3 µM | HEK cells, CFP/YFP FRET ICDI-IQ, plate reader, 10 min; percent FRET-ratio fall versus neutral wells;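 active = mean replicate inhibition of at least 30% and at least 1% of replicates passing that level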;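 note: 0% = median of the neutral control wells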
MC4R antag cAMP: antagonists of human melanocortin 4 receptor (MC4R) | AID 540295 | actives 0.48% (n = 360,000) | MC4R-expressing cells, MTII-stimulated cAMP, LANCE TR-FRET | P32245 | inhibition, % at 6.5 µM;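 active = inhibition above its plate's cutoff, the mean of tested wells on that plate plus 3 SD, cut at about 29% in these data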;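 note: 0% = Melanotan II alone and 100% = Melanotan II plus saturating MCL0020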
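Material: human MC4R-expressing U2OS cells. Probe or stimulus: Melanotan II challenge. Dosing: 6.5 µM single dose. Times: 30-min compound, 1-h challenge, 1-h detection, room temperature. Technique: TR-FRET with Eu-cAMP and labeled anti-cAMP, 671 nm. Replication: singlicate.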
Granule exo inh: lytic granule exocytosis inhibition; TALL-104 LAMP-1 surface exposure, flow cytometry; cells stimulated with thapsigargin and PMA; inhibition, % at 10 µM; actives 0.66% (n = 360,000); AID 651702;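 active = inhibition above about 55%, limit read from the data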
An asterisk follows results filed as active; x = not tested or not shown.

Values run as follows: CaV13 FRET inh	m5-HT2A agonist	MC4R antag cAMP	PDI inh	Glyco luc inh	Granule exo inh	ABCB6 inh MLPCN	ABHD5-PLIN5 inh	Cardio protect	MC4R barr agon
COc1cc(CNC(C)(C)CO)cc(Br)c1OCc1ccc(Cl)cc1Cl
→ -5	-4	4	4	3	79*	94	34*	-22	5.8
Cc1cccc(NC(=S)N2CCCC2)c1
→ -5	-3	3	8	3	-11	94	5	2	-0.7
CCNC1CCS(=O)(=O)C1 (configuration not stated)
→ -2	-2	6	-14	0	-1	96	5	1	-0.4
Cc1ccc(CNC(=O)c2oc3ccc(S(=O)(=O)N4CCOCC4)cc3c2C)cc1
→ x	6	10	-2	-1	6	91	7	51*	-0.2
CN(C)CCN(C(=O)c1ccc(S(=O)(=O)N2CCc3ccccc32)cc1)c1nc2ccc(F)cc2s1
→ -3	-6	-2	-5	-2	-5	84	7	1	2.0
Nc1ncnc2c1ncn2[C@@H]1O[C@H](CNCc2cn(CC(=O)NC3CC3)c3ccccc23)[C@@H](O)[C@H]1O
→ -6	-1	7	0	0	0	95	-5	10	-0.5
COc1ccc(-n2nc(C(=O)NCc3ccco3)c3c4ccccc4n(C)c3c2=O)cc1
→ -6	2	-3	-4	2	0	101	0	13	-0.2
Cc1ccc(NC(=O)C2(C)CCN2C(=O)Cc2ccc(C(C)C)cc2)cc1 (configuration not stated)
→ -10	0	11	3	0	-4	95	-4	-21	0.5
COc1ccc(C(C)(C)C)cc1S(=O)(=O)NCC1CCCO1 (configuration not stated)
→ -3	-6	6	0	0	-3	100	-5	0	-1.6
COc1ccc(Oc2nc(OC)cc(OC)n2)cc1
→ -5	-3	14	-5	2	-2	102	-1	1	-0.6
COc1ccc(S(=O)(=O)N2CCC(C(=O)NC3CCCCC3)CC2)cc1C
→ -2	1	4	3	-2	-2	97	2	-4	-0.8
Cc1ccc(S(=O)(=O)c2nnn(-c3cccc(F)c3)c2N)cc1
→ -1	6	17	6	-3	-2	100	-4	3	1.4
Oc1ccc(/C=N/N(Cc2ccccc2)c2ccccc2)cc1
→ 0	-6	10	7	-2	6	97	-8	-22	2.5
c1ccc(COc2cccc(CNCc3cccnc3)c2)cc1
→ -3	-2	-1	2	0	3	100	2	0	-1.8
O=C(CC1(O)C(=O)Nc2ccc(Br)cc21)c1ccccc1 (configuration not stated)
→ -4	-1	0	-5	3	-3	99	-9	-18	-0.5
Cc1ccc2nc(-c3ccc(F)cc3)nc(SCC(=O)NCC3CCCO3)c2c1 (configuration not stated)
→ -3	2	19	-1	-2	9	102	13	-4	0.3
Cc1[nH][nH]c(=O)c1C(c1ccc(Cl)cc1)c1c(C)[nH][nH]c1=O
→ -3	0	8	1	1	-2	98	-4	10	-1.3
O=C(CSc1n[nH]c(-c2cccnc2)n1)Nc1ccccc1[N+](=O)[O-]
→ -3	-6	5	10	0	-13	96	2	-4	-1.8
CCC(=O)N1CCN(c2ccc(NC(=O)c3ccc([N+](=O)[O-])o3)cc2)CC1
→ 2	1	-10	4	-3	12	100	6	-28	-3.6
O=c1cc2ncc(-n3cc([N+](=O)[O-])cn3)cn2[nH]1
→ -4	-3	0	3	-1	3	109	-7	4	-2.9
COc1ccccc1CCC(=O)N(C)C1CCCN(Cc2ccccc2F)C1 (configuration not stated)
→ -5	-2	-1	17	1	14	97	9	8	-0.2
Cc1ccc([N+](=O)[O-])cc1NC(=O)/C=C/C(=O)O
→ 8	0	8	0	2	-3	95	1	1	-0.5
O=C(Nc1ccc(N=Nc2ccccc2)cc1)c1cccc(Cl)c1
→ -12	5	5	19	-1	5	94	6	-6	1.2
O=C(Nn1cnnc1)c1ccccc1-c1ccccc1
→ -6	-1	-3	-2	0	4	92	-2	5	-1.1
COc1ccc(C2c3[nH]c4ccccc4c3CCN2C(=O)Cc2nonc2C)c(F)c1 (configuration not stated)
→ -14	-10	1	-3	-5	0	98	-10	-9	-1.8
O=C(Nc1ccccc1)c1cc([N+](=O)[O-])ccc1N1CCCCC1
→ -5	-3	8	8	-2	19	99	9	-6	-1.1
O=C(Nc1ccc(N2CCOCC2)c(Cl)c1)c1ccc(S(=O)(=O)N2CCOCC2)cc1
→ -2	6	-8	-4	1	-9	92	-1	-3	2.8
CCOc1ccc(OCC)c(NC(=O)CSc2nc3c(c(=O)n(C)c(=O)n3C)n2CC)c1
→ -7	-2	-11	-1	4	4	96	-4	16	-2.0
COc1cc(OC)cc(-c2nc(SCC(=O)Nc3ccccc3F)n[nH]2)c1
→ -2	1	-4	6	0	0	93	-2	-10	-2.4
O=C(Oc1c(Br)cc([N+](=O)[O-])cc1Br)c1cccnc1
→ -15	1	-1	-2	2	-1	103	7	-13	3.2
CC1Cc2ccccc2N1C(=O)CSc1nnc(-c2ccccc2)c(-c2ccccc2)n1 (configuration not stated)
→ -9	4	7	3	-6	16	87	6	-7	0.6
O=C(c1ccc([N+](=O)[O-])cc1)N1CCN(C(=O)c2cccnc2)CC1
→ -5	-1	3	-1	0	-5	98	-4	-5	0.5
NC(=O)Cn1c(=O)n(C2CCCCC2)c(=O)c2c3c(sc21)CCCCC3
→ -5	1	1	-2	1	-4	108	3	0	1.3
CCOc1ccc(Br)cc1C(=O)Nc1ccc(C(=O)NCC(C)C)cc1
→ -3	2	-6	-15	115*	10	94	9	-10	4.1
COc1ccc(OC)c(NC(=O)NNC(=O)c2cc3occc3[nH]2)c1
→ -4	-6	1	8	1	-2	106	-3	-1	-1.9
CS(=O)(=O)N(CC(=O)NCc1ccco1)c1ccccc1Cl
→ -8	-3	-1	5	-1	2	96	-7	5	0.6
O=S(=O)(c1ccc2ccccc2c1)N1CCCCC1
→ -6	-5	7	-3	-4	-1	100	-9	-12	-0.1
COc1ccc(C(=O)NCCCn2cccn2)cc1OC1CCN(C(C)=O)CC1
→ -6	3	-1	-12	-1	6	96	2	2	-3.3
CSc1ccc(CCNC(=O)CCc2nnc3ccc(N4CCCC4)nn23)cc1
→ -6	0	9	18	3	-1	101	3	7	-1.2
COc1ccc(SCCN2CCN(CC(C)C)CCC2=O)cc1
→ -7	2	9	4	2	-3	96	4	-6	-0.7
CCOc1ccc2nc(NCCNC(=O)Nc3cccc(C)c3)c(C#N)cc2c1
→ -5	-4	9	0	42*	-1	95	3	-12	2.7
COc1ccc(CN(C)C(=O)/C=C/c2ccc(S(=O)(=O)N3CCOCC3)cc2)cc1F
→ -5	1	18	0	-3	-11	99	8	4	-5.1
COc1cc(C(=O)NCC(c2cccs2)N2CCc3ccccc32)cc(OC)c1OC (configuration not stated)
→ -2	2	4	0	0	-2	102	6	-7	-2.8
CC1CN(S(=O)(=O)c2cc(C(=O)NCCCN3CCCC3=O)ccc2Cl)CC(C)O1 (configuration not stated)
→ -5	7	5	-18	1	0	96	3	0	2.7
O=C(CSc1nncs1)NC(=O)Nc1ccc2c(c1)OCCO2
→ -6	3	7	-4	0	0	89	0	-15	-2.1

Ordered by the number under CaV13 FRET inh (low to high): some entries from above
Structure | CaV13 FRET inh
COc1ccc(-n2nc(C(=O)NCc3ccco3)c3c4ccccc4n(C)c3c2=O)cc1 | -6
Cc1ccc2nc(-c3ccc(F)cc3)nc(SCC(=O)NCC3CCCO3)c2c1 (configuration not stated) | -3
CCNC1CCS(=O)(=O)C1 (configuration not stated) | -2

(listing goes on)
Values run as follows: CaV13 FRET inh	m5-HT2A agonist	MC4R antag cAMP	PDI inh	Glyco luc inh	Granule exo inh	ABCB6 inh MLPCN	ABHD5-PLIN5 inh	Cardio protect	MC4R barr agon
COc1ccc(S(=O)(=O)N2c3ccccc3OCC2C)cc1 (configuration not stated)
→ -1	-7	-28	2	13	0	101	1	-5	-2.3
CCC1(CC)NC(=O)N(CC(=O)OCC(=O)NC(=O)c2ccccc2)C1=O
→ x	2	-2	-2	0	1	95	-4	6	-2.3
CC(CS(=O)(=O)c1ccccc1[N+](=O)[O-])N1CCOCC1 (configuration not stated)
→ 3	-2	-2	-15	-2	-2	100	-1	0	-0.3
C[C@@H](c1ccccc1)N1C[C@H](COCc2ccccc2)Oc2cc(N3CCC[C@@H]3CO)ccc2S1(=O)=O
→ -9	-3	x	x	x	-8	92	-1	x	x
CCOC(=O)C(C)n1cnc2sc3c(c2c1=O)CCC3 (configuration not stated)
→ x	-2	-1	10	2	-3	88	-5	-21	-2.1
CCCCc1nc2sc3c(=O)n(N)cnc3c2c2c1CCCC2
→ -19	2	3	-5	-1	2	93	-1	0	-0.9
CC(NC(=O)c1ccccc1)C(=O)N/N=C/c1ccco1 (configuration not stated)
→ -3	6	4	4	3	7	94	0	-6	1.3
O=C(OCC(=O)c1ccc(Cl)s1)c1ccc(CO)cc1
→ -6	7	0	-1	-1	-5	101	11	-2	-3.2
O=C(O)C1C2C=CC(O2)C1C(=O)NCc1ccccc1Br (configuration not stated)
→ -12	-3	-1	0	1	0	101	-3	1	-0.9
Cc1ccc(C)c(CSc2nnc(-c3cccnc3)n2N)c1
→ -4	2	-1	-8	11	1	89	4	-11	0.4
CN(CC(=O)Nc1ccc(F)cc1)C(=O)c1cccc(S(=O)(=O)N2CCN(c3ccc(F)cc3)CC2)c1
→ -2	0	7	-10	-4	2	95	6	-22	0.8
O=C(NC(=S)Nc1ccccc1)c1ccc(-c2ccccc2)cc1
→ -15	-6	0	-2	-1	8	97	-7	-4	1.4
CC(C)CC(NC(N)=O)C(=O)Nc1ccc(Cl)c(Cl)c1 (configuration not stated)
→ -4	-5	2	1	2	3	90	0	-5	-1.7
N#CC1(c2ccccc2)CCCN1C(=O)c1ccccc1Br (configuration not stated)
→ x	2	9	-4	1	-6	92	2	-6	1.0
CCOc1ccc(C(=O)NC2CCN(CC(=O)NCc3cccs3)CC2)cc1
→ 7	-2	21	-4	-2	-7	106	-4	-6	-0.8
N#Cc1nc(-c2ccco2)oc1NCc1ccc(F)cc1
→ x	-10	2	6	-1	-3	95	-3	-6	-1.8
C/C(=N\NC(=O)c1c(C)nc2ccccn12)c1ccc(C(C)(C)C)cc1
→ -18	-7	17	1	10	10	98	-4	8	0.9
Cc1nn(CC(=O)NCCN2CCOCC2)c(=O)c2cc3sccc3n12
→ -5	-5	-3	-12	1	0	98	3	1	-3.2
CC1(C(=O)NS(=O)(=O)c2ccccc2C(F)(F)F)CCN1C(=O)C1CCCCC1 (configuration not stated)
→ -9	1	-1	4	3	10	62*	-5	10	-0.1
Cc1cc(=O)oc2cc(OCC(=O)NCCN3CCOCC3)ccc12
→ -7	-5	1	-4	1	-1	94	-7	6	-1.1
CC(=O)N1CCOCCOCCN(C(C)=O)CCOCC1
→ -4	3	3	0	2	-2	101	-3	7	-3.1
CC(=O)c1c(C)n(C)c2ccc(OC(=O)c3ccc([N+](=O)[O-])cc3)cc12
→ -3	7	2	-11	2	24	96	-2	-2	4.3
